CHO parental Ca = counter-screen for OX1R antagonists: effect in parental CHO cells | parental CHO-K1, ATP-induced calcium, Fluo-8 fluorescence | inhibition, % at 5.6 µM | 330,000 compounds, 0.63% hits;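 active = inhibition above that plate's mean sample inhibition plus 3 SD, cut at about 26% in these data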;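 note: 0% = ATP-challenged DMSO wells and 100% = DMSO wells without ATP; some compounds past the cut are filed as inactive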
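Test system: untransfected parental CHO cell line; also added: ATP stimulus; dosing: 5.6 µM, single dose; signal: calcium-sensitive Fluo-8 fluorescence; measure: percent inhibition of ATP-evoked calcium rise, normalized to controls; benchmarks: low control ATP plus DMSO, high control DMSO only; replication: one well per compound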
M1 PAM = potentiates human M1 receptor response to acetylcholine; activation, % at 3 µM; CHO-K1 hM1, Fluo-8 calcium fluorescence, ACh EC20; 0% = ACh EC20, 100% = maximal ACh; P11229; AID 588819; 360,000 compounds, 0.088% hits; in the data active = activation above about 19%, passing the limit was not always enough
Target sequence (P11229 whole entry, looked up): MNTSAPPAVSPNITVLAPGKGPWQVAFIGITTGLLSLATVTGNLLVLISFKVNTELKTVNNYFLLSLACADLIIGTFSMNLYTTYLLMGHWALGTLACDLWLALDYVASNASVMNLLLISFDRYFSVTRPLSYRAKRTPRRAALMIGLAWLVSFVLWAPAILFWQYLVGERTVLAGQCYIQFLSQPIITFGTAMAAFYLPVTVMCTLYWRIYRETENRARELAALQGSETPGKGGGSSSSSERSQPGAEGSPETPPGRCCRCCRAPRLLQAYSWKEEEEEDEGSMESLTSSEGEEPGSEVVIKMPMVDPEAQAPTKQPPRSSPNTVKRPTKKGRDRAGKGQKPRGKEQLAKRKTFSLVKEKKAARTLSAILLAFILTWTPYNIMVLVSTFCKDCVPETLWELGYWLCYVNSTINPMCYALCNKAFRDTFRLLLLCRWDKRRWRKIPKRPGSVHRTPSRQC
CHO-K1 Ca antag = nonselective inhibitor or artifact in parental CHO-K1 cells; 360,000 compounds, 0.6% hits; AID 602250; ATP-induced calcium, Fluo-8 fluorescence; inhibition, % at 3 µM;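 active = inhibition above a per-plate cutoff, the plate's mean sample inhibition plus 3 SD, cut at about 24% in these data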;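 note: 0% = DMSO plus EC80 ATP and 100% = DMSO alone without ATP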
CHO-K1 Ca ag = nonselective activator or artifact in parental CHO-K1 cells. Fluo-8 calcium fluorescence; scaled to maximal ATP response, vehicle zero. activation, % at 3 µM. 360,000 compounds, 0.48% hits. AID 602248; in the data active = activation above about 15%;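 note: untransfected CHO-K1 host cells lacking M1 receptor as counterscreen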
CHRM1 antagonist = antagonists of human M1 muscarinic receptor. P11229. inhibition, % at 3 µM. 360,000 compounds, 1.3% hits. CHO-K1 hM1, Fluo-8 calcium fluorescence, ACh EC80 antagonist;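 active = percent inhibition above its own plate's cutoff, namely the mean of that plate's compound wells plus 3 SD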;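 note: peak over basal fluorescence ratio during 140 s after agonist addition; 0% = ACh EC80 plus DMSO and 100% = DMSO alone without agonist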
M1 ag = activates human CHRM1 receptor; P11229; CHO-K1 hM1, Fluo-8 calcium fluorescence, agonist mode; 0% DMSO, 100% acetylcholine EC100; activation, % at 3 µM; 360,000 compounds, 0.33% hits;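 active = activation above the run's mean compound activation plus 3 SD, cut at about 16% in these data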;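 note: peak over basal fluorescence ratio within a 140 s kinetic read after compound addition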
M4 antag = CHRM4 antagonism in calcium assay; P08173; 360,000 compounds, 0.73% hits; inhibition, % at 3 µM; AID 624125; CHO-hM4 cells, ACh EC80, Fluo-8 calcium fluorescence;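 active = inhibition above its plate's cutoff, the mean inhibition of sample wells plus 3 SD, cut at about 27% in these data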;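 note: 0% = acetylcholine EC80 with DMSO and 100% = DMSO without agonist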
Target sequence (P08173 whole entry, looked up): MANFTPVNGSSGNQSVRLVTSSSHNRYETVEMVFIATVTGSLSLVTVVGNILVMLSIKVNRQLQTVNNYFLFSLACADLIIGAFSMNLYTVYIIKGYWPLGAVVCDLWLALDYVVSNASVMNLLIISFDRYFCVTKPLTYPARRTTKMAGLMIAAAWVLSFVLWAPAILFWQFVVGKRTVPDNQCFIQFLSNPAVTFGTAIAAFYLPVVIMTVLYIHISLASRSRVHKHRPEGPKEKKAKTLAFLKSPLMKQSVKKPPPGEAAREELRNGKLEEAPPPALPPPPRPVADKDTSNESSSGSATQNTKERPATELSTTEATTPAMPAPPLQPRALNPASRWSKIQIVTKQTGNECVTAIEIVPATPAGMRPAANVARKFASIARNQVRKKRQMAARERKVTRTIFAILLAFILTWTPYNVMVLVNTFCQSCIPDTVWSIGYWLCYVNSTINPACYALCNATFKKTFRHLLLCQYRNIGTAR
OXTR potentiate = potentiates the human oxytocin receptor response; 320,000 compounds, 0.061% hits; activation, % at 3 µM; CHO-OTR cells, Fluo-8 calcium fluorescence, potentiator mode; 0% = oxytocin EC15, 100% = EC100; P30559;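 active = activation above that plate's cutoff, the mean activation of tested compounds plus 3 SD, cut at about 6.6% in these data, passing the limit was not always enough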;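 note: 100% uses oxytocin at 75 nM as the full agonist control; some results filed as inactive read as strong as hits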
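Measured by – Fluo-8 calcium dye fluorescence · Test system – human OTR in CHO cells · Dosing – one concentration, 3.0 µM compound · Controls – EC15 oxytocin alone as 0%, 75 nM oxytocin as 100% · Evaluation – normalized max/min fluorescence ratio, % activation · Timing – 6 min pre-incubation, 100 s read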
CHRM4 agonist = agonists of human muscarinic M4 receptor (CHRM4); CHO-K1 hM4/Gqi5, Fluo-8 calcium fluorescence; vehicle 0%, full acetylcholine response 100%; P08173; 360,000 compounds, 0.14% hits; AID 624127; activation, % at 3 µM;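 active = activation above the run mean over all test wells plus 3 SD, cut at about 32% in these data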;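 note: peak over basal fluorescence ratio per well then scaled between controls; 0% = DMSO wells and 100% = acetylcholine at EC100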
The depositor's hits bear a star; nt = no result given.

Start of the listing, in advance (five entries):
SMILES	CHO parental Ca	M1 PAM	CHO-K1 Ca antag	CHO-K1 Ca ag	CHRM1 antagonist	M1 ag	M4 antag	OXTR potentiate	CHRM4 agonist
CC(C)C(NC(=O)c1ccc([N+](=O)[O-])cc1Cl)C(=O)N1CCCC1 (stereo not given)	-5.5	14.1	-14.0	-0.2	-4.4	-1.1	-7.6	-4.3	0.3
COc1ccc(CCC(=O)NNC(=O)c2cccs2)cc1	-2.1	6.8	-14.5	0.7	-2.1	-4.0	-5.8	6.2	1.2
Clc1cccc(CN2CCCCCC2)c1	-3.3	-1.0	-5.8	0.4	8.3	-8.7	3.6	7.9	0.0
Cc1c(C(=O)N2CCN(C)CC2)oc2c1C(=O)CC(C)(C)C2	-7.7	-11.7	-6.6	0.0	22.9	-3.1	-1.1	-8.1	0.5
CCOC(=O)CSc1nc2c(c(=O)[nH]c(=O)n2C)n1CCCc1ccccc1	-24.2	-6.8	-12.9	0.1	9.0	-4.3	-5.5	-4.5	0.1

The whole of this part, from the start:
SMILES	CHO parental Ca	M1 PAM	CHO-K1 Ca antag	CHO-K1 Ca ag	CHRM1 antagonist	M1 ag	M4 antag	OXTR potentiate	CHRM4 agonist
CC(C)C(NC(=O)c1ccc([N+](=O)[O-])cc1Cl)C(=O)N1CCCC1 (stereo not given)	-5.5	14.1	-14.0	-0.2	-4.4	-1.1	-7.6	-4.3	0.3
COc1ccc(CCC(=O)NNC(=O)c2cccs2)cc1	-2.1	6.8	-14.5	0.7	-2.1	-4.0	-5.8	6.2	1.2
Clc1cccc(CN2CCCCCC2)c1	-3.3	-1.0	-5.8	0.4	8.3	-8.7	3.6	7.9	0.0
Cc1c(C(=O)N2CCN(C)CC2)oc2c1C(=O)CC(C)(C)C2	-7.7	-11.7	-6.6	0.0	22.9	-3.1	-1.1	-8.1	0.5
CCOC(=O)CSc1nc2c(c(=O)[nH]c(=O)n2C)n1CCCc1ccccc1	-24.2	-6.8	-12.9	0.1	9.0	-4.3	-5.5	-4.5	0.1
CSc1nc2c(c(=O)[nH]c(=O)n2C)n1Cc1ccc(Cl)cc1	-6.0	-0.2	-0.9	0.1	1.6	-1.2	-9.1	-6.2	0.0
CCC(Sc1nnnn1C)C(=O)Nc1ccc(C(C)=O)cc1 (stereo not given)	-10.1	-0.6	8.8	-0.2	3.0	-4.0	8.6	-6.9	-0.3
Cc1ccc2ccc(S(=O)(=O)n3nc(C)cc3C)cc2c1	-12.3	-24.6	-14.9	1.7	18.6	-9.9	2.4	-14.2	3.9
CCOC(=O)c1ccc(NC(=O)c2ncn3c2C(=O)N[C@H](C)C3)cc1	nt	21.5	-12.2	-0.4	-20.9	2.0	-23.3	nt	-0.1
NC(=O)CC(NC(=O)c1ccccc1)c1ccc(NCCN2CCCCC2)c([N+](=O)[O-])c1 (stereo not given)	-2.7	6.4	-10.3	1.3	1.8	-3.2	-2.3	-9.0	1.0
S=C(NCCc1ccccc1)N1CCn2cccc2C1c1cccnc1 (stereo not given)	-9.4	-1.3	-5.5	6.2	9.4	-8.5	9.4	-9.6	3.6
CCOc1ccccc1NC(=O)CCCNC(=O)c1ccc(Cl)cc1	-19.7	-0.8	-19.8	-0.1	7.2	-9.2	-22.4	-11.5	2.8
CC(NC(=S)NCCCN1CCOCC1)C1CC2CCC1C2 (stereo not given)	nt	-1.8	-15.0	1.3	-2.2	-6.4	1.5	nt	0.5
CCOc1ccc(CCNC(=O)c2ccc3nc(CC)c(CC)nc3c2)cc1	-28.0	15.0	-10.9	0.1	-0.7	4.3	1.0	-2.5	0.9
O=C(O)Cc1sc(-c2ccccc2)nc1-c1cccs1	-14.0	6.3	-13.2	-0.1	-3.0	-3.2	-11.1	-13.5	0.5
COc1ccc(C=O)cc1Cn1ccnc1C	-3.4	6.0	-22.8	0.9	-5.5	-13.8	-0.2	-4.4	0.5
CC(=O)N1CCN(C(=O)c2cc(S(=O)(=O)NCc3ccccc3)ccc2C)CC1	-12.5	9.3	7.4	1.5	-5.0	-2.5	-7.5	-2.9	1.2
Cc1nc(C(=O)NCc2ccccc2)sc1C1(C)CC(c2ccccc2)=NO1 (stereo not given)	-4.0	5.3	-11.7	6.9	-10.9	17.2*	-6.8	-12.2	13.1
Cc1c(C(=O)Nc2ccccc2F)sc2ncn(CC(=O)N3CCCCC3)c(=O)c12	5.7	-5.0	-13.8	10.8	-1.5	4.0	-15.6	-13.5	11.7
O=C(NCCOc1ccccc1F)c1cc(F)c(F)cc1Cl	-4.2	10.7	-5.0	0.2	-5.8	-7.8	-3.7	6.0	0.0
CCN1CCN(S(=O)(=O)c2ccc(Cl)c(C(=O)N(CCc3ccccc3)Cc3ccccc3)c2)CC1	nt	13.9	-5.5	0.0	-12.5	-6.4	-13.0	nt	3.2
C=CCn1c(NC)cc(=O)n(C)c1=O	20.2	10.9	-6.1	0.6	-18.8	-0.5	-5.5	-9.0	0.7
CCCCN(CC)CCNC(=O)c1cn(-c2ccc(Cl)cc2)c(=O)c2ccccc12	-31.9	10.3	9.2	-0.3	-3.3	-16.1	1.9	-0.3	0.8
CCC1S/C(=N/N=C/c2ccco2)N(c2ccc(F)cc2)C1=O (stereo not given)	-4.1	-0.4	-3.4	-0.1	-0.1	-5.7	7.1	-6.9	-0.1
CCNC(=O)CN(CCc1ccccc1)S(=O)(=O)c1ccc(OC)cc1	-16.5	10.0	-1.0	0.1	-5.7	-4.7	0.9	-1.7	0.7
COc1ccc(C(=O)N(Cc2cccs2)C2CCS(=O)(=O)C2)cc1 (stereo not given)	-9.8	5.4	-2.8	1.0	1.9	-4.3	-12.6	-1.2	0.4
COc1ccc(C(=O)NNC2CC(=O)N(Cc3ccccc3)C2=O)cc1OC (stereo not given)	-3.8	6.6	-9.9	0.2	0.5	-2.3	-6.7	0.9	4.1
Cc1cccc(OCc2n[nH]c(=S)o2)c1C	-3.1	9.5	-6.7	0.7	-5.9	-3.8	-0.2	-8.5	0.6
CCOc1ccc(-n2cc(C(=O)Nc3ccc(Cl)cn3)c3cc(OC)c(OC)cc3c2=O)cc1	nt	3.6	-9.7	1.6	-4.0	-1.8	6.3	nt	2.2
Oc1ccc(-c2cccc(-c3ccc(O)cc3)c2)cc1	1.0	-7.3	0.8	0.1	11.7	-1.6	3.8	-6.6	2.4
COc1cc(C(=O)NNc2nc3cc4c(cc3s2)OCO4)cc(OC)c1OC	-6.5	-5.5	-2.8	0.0	-2.2	5.5	-26.0	-6.0	2.1
CCOC(=O)c1cc(CC)sc1NC(=O)c1cc(OCC)c(OCC)c(OCC)c1	-13.5	0.6	3.7	-0.2	-2.7	-1.6	5.7	-5.1	0.1
O=C(N/N=C/CCc1ccccc1)c1ccccc1	-7.4	3.5	3.4	0.4	-2.6	-1.4	0.8	-0.8	0.5
COc1ccc(CCNC(=O)Nc2nnc([C@@H]3C[C@H](O)[C@@H](CO)O3)s2)cc1OC	nt	13.3	-2.0	0.1	-18.6	0.1	-7.3	nt	0.9
Cc1ccc2c(NC(=O)C3CC3)cccc2n1	15.5	0.2	-7.0	0.0	-22.4	-1.8	7.2	-12.3	0.6
Cc1oc(-c2ccc3ccccc3c2)nc1CN(C)C(C)c1ccncn1 (stereo not given)	-16.7	7.3	0.9	2.9	-5.6	-6.3	1.6	-2.3	5.0
O=C(OCC(=O)c1cccs1)c1cccc(C(=O)OCC(=O)c2cccs2)n1	-15.1	-4.5	-9.0	1.4	-0.6	-1.6	-12.4	-4.8	4.0
S=C(NCc1ccc(Cl)cc1)NC12CC3CC(CC(C3)C1)C2	-14.7	-21.7	-33.7	7.9	29.4	-1.7	19.3	-11.6	13.6
O=C(N/N=C/c1cccc(O)c1)c1ccc(NC(=O)c2cccc([N+](=O)[O-])c2)cc1	-4.5	9.7	1.3	0.4	1.6	-3.5	-3.4	-10.7	1.7
CCOC(=O)C1CCN(C(=O)c2cc3cc4ccc(C)cc4nc3o2)CC1	-18.1	6.4	-2.7	2.4	0.3	-3.3	-3.5	-2.5	6.7
O=C(Nc1cccc(C(F)(F)F)c1)Nc1ccc(N2CCCC2)c(S(=O)(=O)Nc2ccccc2Cl)c1	-9.1	-5.9	11.2	2.1	14.5	-3.4	26.1	-7.3	4.6
Cc1ccccc1NC(=O)CCN1CCN(CCO)CC1	-0.2	5.8	-10.4	1.2	-14.1	-0.6	-15.2	-12.2	0.9
S=C1NCCOCCNC(=S)NCCOCCOCCOCCN1	-2.9	11.4	-2.9	0.4	-10.5	-5.5	-7.9	-7.3	0.5
CCOC(=O)CN(C(=O)CSc1nnc(CNc2ccc(F)cc2)n1CC)c1ccc(F)cc1	-21.7	6.3	10.3	0.3	-21.8	-3.5	2.3	-5.6	1.7
Cc1cc(C)nc(SCc2ccccc2C#N)n1	-18.1	-5.1	-4.4	0.4	13.3	-3.1	-2.1	-10.5	0.9
CCN(CC)S(=O)(=O)c1cccc(C(=O)N/N=C/c2ccc(OC)c(O)c2)c1	-6.4	8.0	26.6*	1.1	1.7	1.6	-7.1	-8.8	6.6
Cc1ccc(N(CC(O)CN2CCOCC2)S(=O)(=O)c2ccc3ccccc3c2)cc1 (stereo not given)	-35.9	6.1	-14.6	0.6	-15.9	-3.7	-13.0	-11.9	1.2
O=c1[nH][nH]c2c1[C@H](c1ccccc1)O[C@H](C1CCCCC1)C2	nt	nt	6.5	0.3	nt	nt	9.4	nt	1.8
CCOc1ccc(-n2c(-c3ccccc3)nnc2-c2ccccc2)cc1	-24.3	2.9	-11.1	-0.3	-17.5	-2.9	-6.2	1.7	-1.5
CC(C)c1[nH]nc2c1C(C1C=CCCC1)C(C#N)=C(N)O2 (stereo not given)	-14.4	12.2	10.3	-0.6	-5.5	-0.7	-7.3	-4.8	-0.1

Other records:
SMILES	CHO parental Ca	M1 PAM	CHO-K1 Ca antag	CHO-K1 Ca ag	CHRM1 antagonist	M1 ag	M4 antag	OXTR potentiate	CHRM4 agonist
N/C(=N\c1nc2ccccc2o1)NC(=O)c1ccc(Cl)cc1	-3.2	8.1	0.2	0.4	0.5	-7.0	-4.7	-4.0	0.9
Cc1onc(-c2ccccc2Cl)c1C(=O)N1CCCCC1C (stereo not given)	-16.2	2.0	-16.8	1.0	-8.8	-4.9	9.7	-6.9	0.0
Cc1cc(C)c(NC(=O)Cn2nnc(C(=O)Nc3ccc(F)cc3F)c2N)c(C)c1	5.0	7.9	-14.2	0.6	-9.2	-0.8	3.3	-4.5	1.4
Cc1nnn(C23CC4CC(CC(CC(=O)Nc5ccc(C)c(C)c5)(C4)C2)C3)n1	-18.5	8.3	-17.0	1.9	-12.0	-6.8	-10.7	-8.5	0.1
